# GAA glycogen: alters human alpha-glucosidase cleavage of glycogen; 300,000 tested, 0.38% active; P10253; Potency, µM (titrated, usually from 76.4 µM), inactives show at the highest dose activity change, negative = inhibition, hits mostly inhibitors; recombinant GAA, glycogen substrate, Amplex Red glucose oxidase fluorescence;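 further: 0% = full enzyme reaction and -100% = no-enzyme basal signal; the screen sought inhibitors and activators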
#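 Natural-substrate format: glycogen cleavage by 4 nM human enzyme, glucose read by Amplex Red coupling (Ex 573, Em 610 nm). Normalized to enzyme and no-enzyme controls.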
# RECQ1 inh: blocks DNA unwinding by human RECQ1; Potency, µM (top dose mostly 57.3 µM), without a hit: top-dose activity, negative = inhibition, most hits filed as inhibitors; P46063; RECQ1 DNA unwinding, red fluorescence kinetic read; 240,000 tested, 0.54% active;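 further: plate controls were vehicle for no effect and no enzyme for full effect; nearly all actives have a fitted effect of over 30% in size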
#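 RECQ1T1 50 nM; forked duplex (20 bp + 30-nt ss tails) 200 nM, ATP 2 mM final; pH 8.0, 2 mM MgCl2, 2.5 ug/ml poly(dI-dC); 15 min compound preincubation; discontinuous kinetic read over 2 h at RT.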
# RGS12 GoLoco inh: inhibitors of human Gai1-RGS12 GoLoco interaction (red fluorophore); P63096; Gai1:RGS12 GoLoco peptide FP, rhodamine, 10 min; Potency, µM (top dose mostly 61.6 µM), inactives show top-dose activity, negative = inhibition, actives largely listed as inhibitors; 230,000 tested, 0.44% active; active means well fitted inhibition curve with a large enough effect, not every such curve was filed as active; inactive means no such curve, though single readings can be large or run the other way; further: nearly all actives have a fitted effect of over 30% in size; many of its hits are not listed in these tables
# Target sequence (P63096 whole entry, looked up): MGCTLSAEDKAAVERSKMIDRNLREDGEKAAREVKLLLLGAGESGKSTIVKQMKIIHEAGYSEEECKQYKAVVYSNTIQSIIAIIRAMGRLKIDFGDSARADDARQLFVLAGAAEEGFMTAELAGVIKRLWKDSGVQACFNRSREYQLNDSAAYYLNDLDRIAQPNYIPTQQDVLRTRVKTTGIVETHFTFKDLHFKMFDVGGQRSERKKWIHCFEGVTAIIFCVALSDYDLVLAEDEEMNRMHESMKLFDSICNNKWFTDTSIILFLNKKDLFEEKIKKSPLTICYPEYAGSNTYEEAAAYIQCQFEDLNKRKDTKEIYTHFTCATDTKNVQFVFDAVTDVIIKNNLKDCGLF
# TRb SRC2 PPI: disrupts binding of human TR beta to SRC2; P10828; TRbeta-SRC2 peptide binding, fluorescence polarization; receptor liganded with 1 µM T3; Potency, µM (doses to about 106 µM), for the others: at the top dose activity change, negative = inhibition, usual class: inhibitors; 280,000 tested, 0.065% active;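 further: plate controls were bound peptide for no effect and peptide without receptor for full effect; nearly all actives have a fitted effect of over 50% in size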
# Target sequence (P10828 whole entry, looked up): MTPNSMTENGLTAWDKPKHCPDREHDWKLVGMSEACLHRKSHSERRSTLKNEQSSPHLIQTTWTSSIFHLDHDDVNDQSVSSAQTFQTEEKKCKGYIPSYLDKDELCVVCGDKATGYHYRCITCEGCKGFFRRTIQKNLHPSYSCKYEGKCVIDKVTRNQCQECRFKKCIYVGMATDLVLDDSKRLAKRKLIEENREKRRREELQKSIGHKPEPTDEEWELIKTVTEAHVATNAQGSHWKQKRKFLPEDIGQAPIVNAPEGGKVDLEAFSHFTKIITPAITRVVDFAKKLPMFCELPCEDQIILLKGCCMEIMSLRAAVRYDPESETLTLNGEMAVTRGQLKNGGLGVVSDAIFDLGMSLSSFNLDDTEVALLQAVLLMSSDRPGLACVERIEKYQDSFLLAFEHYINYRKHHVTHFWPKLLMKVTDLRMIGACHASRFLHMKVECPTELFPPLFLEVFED
#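 Compounds were added to 0.6 uM TRb ligand-binding domain and 20 nM Texas Red-labeled SRC2 peptide in Tris buffer containing 1 uM T3, incubated 5 hr at ambient temperature, then read by fluorescence polarization.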
# GAA spleen mod: inhibitors or activators of human alpha-glucosidase in spleen homogenate; P10253; human spleen homogenate, 4-MU-alpha-glucoside fluorescence; Potency, µM (top dose mostly 79.9 µM), without a hit: at the highest dose activity change, negative = inhibition, usual class: inhibitors; 240,000 tested, 0.006% active; AID 2112;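 further: 0% = enzyme with vehicle and -100% = no enzyme basal signal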
#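 Human spleen homogenate (1 ug) incubated with compounds and 1 mM 4-methylumbelliferyl-alpha-D-glucopyranoside in pH 5.0 citrate/phosphate buffer, 37 C, 40 min. Stopped at pH 10; 4-MU fluorescence (Ex 365/Em 440 nm); AC50 by Hill fit.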
# GAA inh: blocks human lysosomal alpha-glucosidase; P10253; purified human GAA, 4-MU-alpha-glucoside fluorescence; AID 1466; Potency, µM (top dose mostly 76.9 µM), without a hit: at the highest dose activity change, negative = inhibition, hits mostly inhibitors; 200,000 tested, 0.005% active;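 further: plate controls were uninhibited enzyme wells for no effect and no-enzyme background for full effect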
#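 Activity normalized between no-enzyme (basal) and enzyme-only wells. Conditions: 4 nM human enzyme, 400 uM fluorogenic substrate, citrate/phosphate pH 5.0 with Tween-20, 20 min room temperature, compounds up to 77 uM.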
# TexasRed fluor: alters Texas Red total fluorescence, flagging assay interference. 280,000 tested, 0.29% active. Potency, µM (highest dose often 106 µM), inactives show top-dose fluorescence change, negative = quenching. TRb/SRC2 Texas Red total fluorescence interference. AID 1479; active means well fitted curve in either direction with a large enough effect; inconclusive means small, poorly fitted or top-dose-only effect
#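 Flags fluorescent or light-absorbing compounds by total fluorescence, S + 2P, at 555 nm excitation and 632 nm emission. Mixture: 20 nM Texas Red SRC2 peptide, 0.6 uM human TRb LBD, 1 uM T3, 5% DMSO; compound exposure 5 h at ambient temperature.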
# L3MBTL1 inh: L3MBTL1 (human) inhibition | AlphaScreen L3MBTL1–H3K9me1 peptide binding | Potency, µM (titrated, usually from 57.1 µM), for the others: top-dose activity, negative = inhibition, usual class: inhibitors | 230,000 tested, 0.66% active; further: nearly all actives have a fitted effect of over 60% in size
#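 Read-out is AlphaScreen signal from streptavidin donor and nickel chelate acceptor beads (10 ug/mL final each) bridging L3MBTL1 (50 nM) and biotinylated K9-monomethylated H3(1-15) peptide (75 nM), after 30 min compound exposure at room temperature.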
# Numbers without * were called inactive; i = inactive; ? = inconclusive; . = no result given; & = joins results of further samples; [ ] = dose if it differs, or a comment. Unless noted, the call rests on the fitted dose curve; in most records, active means well fitted curve in the direction sought with a large enough effect; inconclusive means small, poorly fitted or top-dose-only effect, or another doubt; inactive means no such curve, though single readings can be large; an effect the other way counts as inactive or inconclusive. Unless noted, on the % scale 0 is the no-effect control and ±100 the full control effect; potency means the concentration at half of the fitted maximal effect. The list is partial. The share of hits here may be higher or lower than overall.
SMILES,GAA glycogen,RECQ1 inh,RGS12 GoLoco inh,TRb SRC2 PPI,GAA spleen mod,GAA inh,TexasRed fluor,L3MBTL1 inh
O=C(NCc1cccnc1)C(=O)Nc1ccc([N+](=O)[O-])cc1,6%,i,0%,7%,-1%,-5%,-1%,-3%
O=C(Nc1ccccc1N1CCCCC1)c1cccc([N+](=O)[O-])c1,-15%,-2%,8%,-2%,-2%,?,-4%,-5%
CCOC(=O)c1ccc(N2C(=O)CC(N3CC(C)OC(C)C3)C2=O)cc1 (centres undefined),2%,2%,7%,7%,-3%,-4%,1%,6%
O=C(CSc1cccc[n+]1[O-])NC(=O)c1ccc(OC(F)F)cc1,8%,-12%,-3%,0%,7%,-4%,-2%,-12%
COc1ccc(/C=N/NC(=O)C2(O)c3ccccc3-c3ccccc32)cc1,-3%,-4%,2%,3%,5%,?,2%,10%
COc1ccc(N2CC(C)(C)C2=O)cc1,2%,-18%,-14%,5%,0%,-10%,1%,13%
Cc1ccc(S(=O)(=O)N2CCN(C(=O)CN3CCCCC3)C2)cc1,-4%,-5%,-8%,3%,-4%,-1%,-1%,.
COC(=O)/C=C1/N/C(=N\c2nc(C)cc(C)n2)N(c2cccc(C)c2)C1=O,-5%,0%,-1%,-1%,0%,-2%,-2%,-4%
Cc1nc2cc(NC(=O)NCCCO)ccc2o1,-8%,-4%,9%,-3%,6%,-4%,-1%,1%
Cc1ccc(-c2nnn(CC(=O)N(C)C3CCCCC3)n2)o1,-8%,-11%,13%,8%,1%,?,1%,-4%
CC(c1nc2ccccc2c(=O)[nH]1)N(C)CCOc1ccc(Cl)cc1 (centres undefined),4%,9%,3%,1%,-1%,.,-2%,-6%
COc1ccc(OC)c(C(C)NC(=O)c2ccc(Br)cc2)c1 (centres undefined),2%,-2%,-3%,-8%,1%,5%,1%,6%
COC(=O)CNC(=O)c1ccc(OC2CCN(C(=O)C3CC3)CC2)cc1,6%,-2%,5%,-4%,1%,-5%,0%,1%
CC(C)(C)C(=O)NC(=S)Nc1ccc(S(=O)(=O)Nc2nccs2)cc1,14%,3%,6%,-1%,-4%,2%,-2%,-11%
CCOC(=O)c1c(C)c(C(=O)NCC2CCCO2)c(C)n1C (centres undefined),3%,-5%,8%,8%,-8%,2%,1%,-3%
CCCCN=C(Nc1ccc(Cl)cc1)c1cccnc1,0%,-1%,3%,-13%,-2%,-3%,-2%,0%
Cc1noc(C)c1CSc1nnc(-c2ccccc2)n1N,5%,-7%,2%,-13%,-2%,?,-3%,.
Cc1cccn2cc(-c3ccc(NC(=O)Cc4ccccc4)cc3)nc12,-12%,-12%,6%,2%,-21%,.,2%,2%
COC(=O)COc1cccc(NC(=O)c2ccccc2)c1,9%,-11%,.,-1%,-4%,-2%,0%,-2%
CN1CCN(NC(=O)c2ccc(S(=O)(=O)N3CCCCCC3)cc2)CC1,-3%,-3%,-4%,2%,-2%,-1%,-1%,14%
O=C1C2C3C=CC(C3)C2C(=O)N1CCCO (centres undefined),-5%,i,-11%,0%,-5%,2%,-3%,-3%
O=Cc1cn(-c2ccc(F)cc2)c2ccccc12,5%,-2%,0%,-6%,4%,-3%,-4%,9%
CC12C(=O)N(Cc3ccccc3)C(=O)C1C1C=CC2C1 (centres undefined),-5%,-3%,2%,3%,2%,2%,4%,7%
COc1ccc(S(=O)(=O)Nc2nc3ccccc3s2)cc1OC,-4%,i,10%,-2%,-4%,-2%,0%,.
Cc1ccc(S(=O)(=O)N2CCC(=O)N(CCOC(=O)Nc3cc(C)cc(C)c3)CC2)cc1,2%,-9%,13%&3%,-8%&1%,3%&2%,-15%,-47%&-2%,2%

# Single entries from the list:
# Reading for CCCCN=C(Nc1ccc(Cl)cc1)c1cccnc1 in L3MBTL1 inh: 0%
# Reading for Cc1cccn2cc(-c3ccc(NC(=O)Cc4ccccc4)cc3)nc12 in L3MBTL1 inh: 2%
# Reading for COC(=O)/C=C1/N/C(=N\c2nc(C)cc(C)n2)N(c2cccc(C)c2)C1=O in TRb SRC2 PPI: -1%

# (further entries)
SMILES,GAA glycogen,RECQ1 inh,RGS12 GoLoco inh,TRb SRC2 PPI,GAA spleen mod,GAA inh,TexasRed fluor,L3MBTL1 inh
C=CCn1cc(C(=O)NCc2ccc(Cl)cc2)c(=O)c2cc(S(=O)(=O)N(CC)CC)ccc21,3%,?,1%,8%,6%,?,-3%,7%
Cc1ccc(N2C(=O)C3C4C=CC(CNC(=S)Nc5ccc(Cl)cc5)(O4)C3C2=O)cc1 (centres undefined),-8%,2%,-30%,-5%,-4%,-3%,1%,-12%
COc1cc(/C=C(\C#N)c2nc3ccccc3o2)ccc1O,-10%,-5%,98%[activator],14%,-6%,.,-15%,-29%
Cc1ccc(/C=C/S(=O)(=O)NCC(=O)O)cc1,7%,i,10%,-11%,0%,-3%,1%,9%
COCCn1c(SCc2ccc(C(=O)OC)o2)nc2cc(Cl)ccc2c1=O,-1%,i,12%,-3%,-13%,-8%,-2%,2%
C=CCN1CCN(c2nc3ccccc3nc2C#N)CC1,.,19%&-12%,8%&8%,1%&5%,-12%&-10%,.,-1%&-1%,.
COC(=O)C1=C(NC(=O)COc2ccc3ccccc3c2)CCS1,13%,-9%,3%,-5%,4%,?,1%,0%
Cc1ccc(C(=O)NNS(=O)(=O)c2ccccc2[N+](=O)[O-])cc1,6%,2%,-4%,9%,7%,2%,-1%,-2%
Cc1ccc(-c2nn3c(C)nnc3c3ccccc23)cc1S(=O)(=O)N(C)CCO,-9%,3%,19%,-1%,3%,0%,2%,.
Cc1cccc(NC(=O)C2CCCN(C(=O)NC3CCCCC3)C2)c1C (centres undefined),-5%,-5%,-4%,-25%,-2%,-2%,0%,27%
CCOc1ccc(C(=O)Nc2ccc(NC(=O)c3ccco3)c(Cl)c2)cc1Cl,-2%,-7%,3%,-6%,-2%,3%,-2%,.
CC(=O)OCC1OC(Oc2cc(OC(C)=O)c3c(=O)cc(-c4ccc(OC(C)=O)cc4)oc3c2)[C@@H](OC(C)=O)C(OC(C)=O)C1OC(C)=O (some centres undefined),.,-14%,7%,-1%,-13%,.,3%,.
Cc1nn(-c2ccccc2)c(N2CCCC2)c1/C=N/NC(=O)C1CC1,-14%,-3%,1%,4%,6%,-1%,0%,.
NC(=O)CC(NC(=O)Cc1ccc(Br)cc1)c1ccc(NCc2ccc(F)c(F)c2)c([N+](=O)[O-])c1 (centres undefined),0%,i,-1%,1%,6%,.,-2%,.
CC(=O)Nc1ccc(S(=O)(=O)NC2(C(F)(F)F)NC(=O)N(CC(C)C)C2=O)cc1 (centres undefined),4%,-10%,3%,-3%,-5%,3%,-2%,.
CCOCc1cn(CC(=O)c2ccc(Cl)cc2)c(C)nc1=N,3%,-1%,6%,5%,0%,-2%,-1%,.
CC(C)(C)OC(=O)NCCCCCO,.,-1%,.,-11%,-3%,.,3%,4%
c1ccc2c(COn3nnc4ccccc43)cccc2c1,2%,-2%,11%,-4%,-4%,-6%,-1%,.
CCOc1cccc(NC(=O)CSc2nncn2N)c1,0%,-7%,0%,-3%,4%,0%,-2%,8%
CN(C)/C=C(/C(=O)c1ccc(Cl)cc1)S(C)(=O)=O,5%,i,-4%,-7%,1%,8%,-3%,7%

# In another format: entries from further up
Molecule | GAA glycogen | RECQ1 inh | RGS12 GoLoco inh | TRb SRC2 PPI | GAA spleen mod | GAA inh | TexasRed fluor | L3MBTL1 inh
Cc1ccc(N2C(=O)C3C4C=CC(CNC(=S)Nc5ccc(Cl)cc5)(O4)C3C2=O)cc1 (centres undefined) | -8% | 2% | -30% | -5% | -4% | -3% | 1% | -12%
COc1cc(/C=C(\C#N)c2nc3ccccc3o2)ccc1O | -10% | -5% | 98%[activator] | 14% | -6% | . | -15% | -29%
Cc1ccc(/C=C/S(=O)(=O)NCC(=O)O)cc1 | 7% | i | 10% | -11% | 0% | -3% | 1% | 9%
COCCn1c(SCc2ccc(C(=O)OC)o2)nc2cc(Cl)ccc2c1=O | -1% | i | 12% | -3% | -13% | -8% | -2% | 2%
C=CCN1CCN(c2nc3ccccc3nc2C#N)CC1 | . | 19%&-12% | 8%&8% | 1%&5% | -12%&-10% | . | -1%&-1% | .
COC(=O)C1=C(NC(=O)COc2ccc3ccccc3c2)CCS1 | 13% | -9% | 3% | -5% | 4% | ? | 1% | 0%
Cc1ccc(C(=O)NNS(=O)(=O)c2ccccc2[N+](=O)[O-])cc1 | 6% | 2% | -4% | 9% | 7% | 2% | -1% | -2%
Cc1ccc(-c2nn3c(C)nnc3c3ccccc23)cc1S(=O)(=O)N(C)CCO | -9% | 3% | 19% | -1% | 3% | 0% | 2% | .
Cc1cccc(NC(=O)C2CCCN(C(=O)NC3CCCCC3)C2)c1C (centres undefined) | -5% | -5% | -4% | -25% | -2% | -2% | 0% | 27%
CCOc1ccc(C(=O)Nc2ccc(NC(=O)c3ccco3)c(Cl)c2)cc1Cl | -2% | -7% | 3% | -6% | -2% | 3% | -2% | .
CC(=O)OCC1OC(Oc2cc(OC(C)=O)c3c(=O)cc(-c4ccc(OC(C)=O)cc4)oc3c2)[C@@H](OC(C)=O)C(OC(C)=O)C1OC(C)=O (some centres undefined) | . | -14% | 7% | -1% | -13% | . | 3% | .
Cc1nn(-c2ccccc2)c(N2CCCC2)c1/C=N/NC(=O)C1CC1 | -14% | -3% | 1% | 4% | 6% | -1% | 0% | .
NC(=O)CC(NC(=O)Cc1ccc(Br)cc1)c1ccc(NCc2ccc(F)c(F)c2)c([N+](=O)[O-])c1 (centres undefined) | 0% | i | -1% | 1% | 6% | . | -2% | .
CC(=O)Nc1ccc(S(=O)(=O)NC2(C(F)(F)F)NC(=O)N(CC(C)C)C2=O)cc1 (centres undefined) | 4% | -10% | 3% | -3% | -5% | 3% | -2% | .

# Source: PubChem BioAssay
